Bioassay records: PubChem, several laboratories
CHRM5 antagonist = human M5 muscarinic receptor antagonists, primary screen, CHO cells, Fluo-8 calcium fluorescence; Muscarinic acetylcholine receptor M5 (Homo sapiens), P08912; CHO-hM5 cells, ACh EC80; inhibition, % at 3 µM; actives 0.59% (n = 360,000); AID 624040, 2012;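 active = inhibition above a per-plate cutoff, the mean of that plate's test compounds plus 3 SD, cut at about 27% in these data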;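 also: 0% = acetylcholine EC80 with DMSO and 100% = DMSO without agonist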
CRFR2-BP antag = antagonists of CRF-BP/CRF-R2 complex, primary screen, cell-based, HEK293, calcium dye fluorescence, uHTS | CRF-induced calcium fluorescence | AID 588475, 2011 | actives 0.59% (n = 350,000) | inhibition, % at 11.8 µM;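 active = inhibition of the ligand-induced calcium signal above about 50% at the single tested concentration, limit read from the data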
CHRM4 agonist = human M4 muscarinic receptor agonists, primary screen, CHO-K1 cells, Fluo-8 calcium fluorescence; actives 0.14% (n = 360,000); Muscarinic acetylcholine receptor M4 (Homo sapiens), P08173; CHO-K1 hM4/Gqi5; vehicle 0%, full acetylcholine response 100%; AID 624127, 2012; activation, % at 3 µM;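 active = activation above the run mean over all test wells plus 3 SD, cut at about 32% in these data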;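 also: peak over basal fluorescence ratio per well then scaled between controls; 0% = DMSO wells and 100% = acetylcholine at EC100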
Target sequence (P08173 whole entry, looked up): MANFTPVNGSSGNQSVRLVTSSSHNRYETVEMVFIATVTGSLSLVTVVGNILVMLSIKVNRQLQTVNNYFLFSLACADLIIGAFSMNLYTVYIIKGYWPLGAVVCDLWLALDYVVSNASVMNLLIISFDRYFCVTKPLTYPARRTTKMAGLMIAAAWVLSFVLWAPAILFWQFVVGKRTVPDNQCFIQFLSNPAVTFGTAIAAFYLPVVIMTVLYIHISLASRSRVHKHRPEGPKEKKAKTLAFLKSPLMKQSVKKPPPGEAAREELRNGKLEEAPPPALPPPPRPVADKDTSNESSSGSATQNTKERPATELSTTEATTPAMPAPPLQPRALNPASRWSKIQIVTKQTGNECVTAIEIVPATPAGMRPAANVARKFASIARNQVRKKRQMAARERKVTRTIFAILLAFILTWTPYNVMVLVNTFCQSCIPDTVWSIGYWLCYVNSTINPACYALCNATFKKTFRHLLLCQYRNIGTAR
CRFBP-R2 agonist = agonists of CRF-BP/CRF-R2 complex, primary screen, cell-based, HEK293, calcium dye fluorescence, uHTS; CRF-binding protein / CRF receptor 2 complex (human); AID 588473, 2011; calcium dye fluorescence (FLIPR); percent of saturating CRF peptide response; activation, % at 13.2 µM; actives 0.46% (n = 350,000);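 active = activation of at least 50%, plus an integration ratio under a set limit after plate pattern correction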;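 also: plate controls were neutral control wells without compound for no effect and CRF at EC100 for full effect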
CHRM1 PAM = human M1 muscarinic receptor positive allosteric modulators, primary screen, CHO-K1 cells, Fluo-8 calcium fluorescence, 1536-well. activation, % at 3 µM. actives 0.088% (n = 360,000). CHO-K1 hM1, ACh EC20; 0% = ACh EC20, 100% = maximal ACh; in the data active = activation above about 19%, passing the limit was not always enough
Target sequence (P11229 whole entry, looked up): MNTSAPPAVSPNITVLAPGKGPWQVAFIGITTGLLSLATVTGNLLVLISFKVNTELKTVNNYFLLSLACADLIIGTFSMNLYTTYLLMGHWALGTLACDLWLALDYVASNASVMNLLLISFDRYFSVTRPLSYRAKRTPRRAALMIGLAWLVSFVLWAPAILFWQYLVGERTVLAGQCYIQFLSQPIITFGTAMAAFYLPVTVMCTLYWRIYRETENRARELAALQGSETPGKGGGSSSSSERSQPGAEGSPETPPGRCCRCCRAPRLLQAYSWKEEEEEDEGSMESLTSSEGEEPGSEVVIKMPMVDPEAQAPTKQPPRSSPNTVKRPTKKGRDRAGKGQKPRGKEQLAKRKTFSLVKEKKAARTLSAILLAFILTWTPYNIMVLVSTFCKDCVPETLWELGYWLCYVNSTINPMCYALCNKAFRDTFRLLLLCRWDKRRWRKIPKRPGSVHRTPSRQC
M5 PAM = human M5 muscarinic receptor positive allosteric modulators, primary screen, CHO-K1 cells, Fluo-8 calcium fluorescence; actives 0.3% (n = 360,000); CHO-K1 hM5, ACh EC20 PAM; 0% = ACh EC20, 100% = ACh EC100; activation, % at 3 µM;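 active = activation above the run cutoff, the mean activation of all test compounds plus 3 SD, cut at about 18% in these data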
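Assay system: CHO-K1 hM5 cells. Also added: acetylcholine at EC20 concentration, added after compound. Dosing: 3 µM, single dose. Times: compound preincubation 140 s before EC20 acetylcholine addition. Signal: Fluo-8 calcium fluorescence. Measure: % activation relative to EC20 and EC100 ACh responses. Repeats: singlicate, one well per test compound.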
M5 ag = human M5 muscarinic receptor agonists, primary screen, CHO-K1 cells, Fluo-8 calcium fluorescence; Muscarinic acetylcholine receptor M5 (Homo sapiens), P08912; CHO-K1 hM5 cells; 0% DMSO wells, 100% maximal acetylcholine response; activation, % at 3 µM; actives 0.19% (n = 360,000); AID 624037, 2012;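 active = activation above the run's mean over test compounds plus 3 SD, cut at about 23% in these data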;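 also: signal is peak over basal fluorescence ratio across the kinetic read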
M4 antag = human M4 muscarinic receptor antagonists, primary screen, CHO cells, Fluo-8 calcium fluorescence. inhibition, % at 3 µM. Muscarinic acetylcholine receptor M4 (Homo sapiens), P08173. CHO-hM4 cells, ACh EC80. actives 0.73% (n = 360,000);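 active = inhibition above its plate's cutoff, the mean inhibition of sample wells plus 3 SD, cut at about 27% in these data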;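 also: 0% = acetylcholine EC80 with DMSO and 100% = DMSO without agonist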
M4 PAM = human M4 muscarinic receptor positive allosteric modulators, primary screen, CHO-K1 cells, Fluo-8 calcium fluorescence; Muscarinic acetylcholine receptor M4 (Homo sapiens), P08173; CHO-K1 hM4/Gqi5, ACh EC20; 0% = ACh EC20, 100% = maximal ACh; activation, % at 3 µM; actives 0.4% (n = 360,000);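 active = activation above its plate's cutoff, the mean activation of sample wells plus 3 SD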; also: some results filed as inactive read as strong as hits
Active calls of the source: *; . = not tested or not shown; & = joins results of further samples.

Values run as follows: CRFR2-BP antag | CRFBP-R2 agonist | M4 PAM | CHRM1 PAM | CHRM4 agonist | M5 PAM | M5 ag | M4 antag | CHRM5 antagonist
> COc1ccc2c(c1)N(S(=O)(=O)c1ccccc1)CCC2=O
→ -24.0 | 0.2 | 2.1 | -6.2 | 1.1 | 0.1 | -2.4 | -0.8 | 1.6
> COc1ccc(-c2csc(NC(CO)c3nc4ccccc4n3CCOCCO)n2)cc1 (configuration not stated)
→ -6.3 | -1.1 | 2.9 | 8.0 | 2.5 | 0.0 | -1.1 | 1.8 | 6.1
> CCOc1ccccc1C=NNc1ccc([N+](=O)[O-])cn1
→ -10.9 | -0.9 | 0.6 | 8.0 | -0.3 | 0.6 | 0.2 | 1.6 | 8.6
> CCCn1nnnc1SCC(=O)Nc1ccc(F)cc1
→ 9.2 | -3.4 | 2.9 | 6.1 | 0.8 | 2.5 | -5.3 | 5.8 | -2.1
> Cc1cc(C)cc(S(=O)(=O)c2cn(C)c3cc(N4CCN(C)CC4)c(F)cc3c2=O)c1
→ 21.1 | -0.7 | -2.6 | 6.0 | 1.4 | -4.2 | -3.1 | -0.3 | 1.5
> CCOC(=O)c1ccc(NS(=O)(=O)c2c(C)[nH]c(C)c2C(=O)N2CCCCC2)cc1
→ -11.4 | -1.4 | 0.4 | 2.2 | 15.7 | -8.1 | 0.1 | 6.7 | 15.5
> Cc1c2c(n3c(nc4ccccc43)c1C#N)N(CCN1CCOCC1)CC2
→ -2.7 | 2.4 | -1.6 | 3.7 | 1.8 | 3.6 | 1.5 | -17.1 | 5.0
> CSC(=Nc1cccc(C)c1)NC#N
→ 2.4 | -2.5 | 16.5 | 4.1 | 4.4 | 1.7 | 1.2 | 8.4 | -6.2
> CC(C)c1nnc(SCC(=O)NCc2ccc3c(c2)OCO3)n1C
→ 0.3 | -2.5 | 4.0 | 10.8 | 0.0 | -7.7 | -8.8 | -3.7 | -3.5
> COc1n[nH]c(C(=O)NCc2ccccc2)c1[N+](=O)[O-]
→ 1.2 | 1.0 | -2.4 | 2.0 | -0.1 | 1.6 | 0.1 | -3.2 | 11.4
> O=C(Nc1cccnc1Cl)c1cc(-c2ccc(F)cc2)on1
→ 8.4 | -0.9 | 0.9 | -0.4 | 1.6 | 4.0 | 0.0 | 5.6 | 6.4
> CC1CCC(NC(=O)c2ccc(NS(=O)(=O)c3ccc4[nH]c(=O)[nH]c4c3)cc2)CC1 (configuration not stated)
→ -8.2 | 1.9 | 5.1 | 15.6 | 0.2 | 16.1 | -4.1 | -6.6 | -13.9
> Cc1ccc(C(=O)C[n+]2cc(-c3ccccc3)n3c2CCCCC3)cc1
→ 2.3&-18.1 | -1.3&0.9 | 7.1&-0.8 | 1.8&-0.2 | 0.6&-0.2 | 2.2&-2.6 | -8.6&-2.6 | 2.8&4.3 | 0.7&5.0
> COc1ccc(-c2cn3cccnc3n2)cc1NC(=O)C(C)C
→ . | . | 3.8 | -0.1 | 0.1 | 6.2 | 0.5 | -0.6 | -3.2
> CCCCN1C(=O)C(CC(=O)NCCCN(C)C)CC(C(=O)N(C)C)=C1C (configuration not stated)
→ -5.4 | -1.1 | 1.2 | -5.8 | -0.2 | 0.2 | 1.8 | -4.8 | -4.7
> O=C(NCc1ccccn1)c1cc(S(=O)(=O)N2CCN(c3ccccc3)CC2)ccc1Cl
→ 11.6 | -0.7 | 3.8 | 4.0 | 3.2 | -12.8 | 3.6 | -8.3 | 9.1
> Cc1cccc(NC(=O)CN(C)S(=O)(=O)c2cccc3nsnc23)c1C
→ -28.2 | -0.7 | 8.7 | 14.0 | 3.3 | 1.5 | 1.0 | 4.0 | -7.3
> Cc1ccc(-c2nnc(SCC(N)=O)n2C)cc1
→ 17.3 | -1.0 | 4.3 | 5.9 | -0.3 | -5.6 | -2.7 | 8.7 | -1.6
> Cc1cc(C(=O)Nn2c(-c3ccncc3)nc3ccccc3c2=O)ccc1[N+](=O)[O-]
→ -4.1 | 1.7 | 10.6 | -8.2 | 1.3 | 1.6 | 1.4 | -2.8 | -7.2
> CCOC(=O)c1ccccc1NC(=O)c1cccc(F)c1
→ -69.3 | -1.5 | -4.8 | -2.4 | -2.1 | 0.1 | -1.8 | 8.2 | 4.3

Random excerpt: 2 compounds from above, in no set order.
Values run as follows: CRFR2-BP antag | CRFBP-R2 agonist | M4 PAM | CHRM1 PAM | CHRM4 agonist | M5 PAM | M5 ag | M4 antag | CHRM5 antagonist
> Cc1cc(C)cc(S(=O)(=O)c2cn(C)c3cc(N4CCN(C)CC4)c(F)cc3c2=O)c1
→ 21.1 | -0.7 | -2.6 | 6.0 | 1.4 | -4.2 | -3.1 | -0.3 | 1.5
> COc1ccc(-c2cn3cccnc3n2)cc1NC(=O)C(C)C
→ . | . | 3.8 | -0.1 | 0.1 | 6.2 | 0.5 | -0.6 | -3.2

More results
Values run as follows: CRFR2-BP antag | CRFBP-R2 agonist | M4 PAM | CHRM1 PAM | CHRM4 agonist | M5 PAM | M5 ag | M4 antag | CHRM5 antagonist
> COc1ccccc1CCC(=O)Nc1ccc(C)cc1Cl
→ 12.8 | -2.1 | 6.1 | 0.3 | 0.6 | -3.5 | -15.5 | -29.2 | 1.6
> CCOC(=O)c1ccc(NC(=O)c2ccccc2[N+](=O)[O-])cc1
→ 20.4 | -5.5 | -5.2 | 2.9 | 1.2 | 2.2 | -2.6 | 2.2 | -0.1
> C=CCn1c(C(C)NC(=O)c2ccccc2)n[nH]c1=S (configuration not stated)
→ -5.4 | 2.9 | 3.5 | 14.6 | 1.5 | 3.0 | 2.8 | -10.7 | -5.5
> CCc1ccc(C(=O)COC(=O)[C@@H](NC(N)=O)[C@@H](C)CC)cc1
→ -22.9 | 0.1 | -0.8 | 3.2 | 1.4 | -1.3 | -2.1 | -0.8 | 3.1
> CC(c1ccon1)N(C)C(=O)c1ccc(OC2CCN(C(=O)C3CC3)CC2)cc1 (configuration not stated)
→ 13.3 | -0.8 | 5.9 | 6.7 | 1.7 | 2.0 | 1.9 | -11.1 | -18.7
> O=C(NCCOc1ccc(Cl)cc1)c1cccc(S(=O)(=O)N2CCCC2)c1
→ -12.1 | 0.7 | -0.2 | 12.0 | 16.3 | -8.9 | 2.2 | 1.2 | -1.1
> COc1ccc(NC(=O)Cc2ccc(C)c(C)c2)cc1Cl
→ 14.2 | -0.1 | 1.1 | 5.2 | 2.0 | 9.8 | -2.4 | 4.3 | 10.3
> CCC(C)c1ccccc1OCC(=O)NN1C(=O)c2ccccc2C1=O (configuration not stated)
→ 1.1 | -0.1 | 1.1 | -0.2 | 0.4 | 2.9 | -6.0 | -15.9 | 16.9
> COc1ccc(C(NC(=O)/C=C/c2ccco2)c2ccc(OC)c(OC)c2)cc1OC
→ 14.6 | -1.6 | 3.9 | 3.2 | 0.6 | 1.2 | 0.1 | 4.6 | 1.3
> CC(C)[C@H](NC(N)=O)C(=O)Nc1ccc(Oc2ccccc2)cc1
→ 4.8 | -3.9 | -0.4 | 11.5 | 1.9 | 2.5 | -4.2 | -4.8 | 8.0
> CC(C)(C)NC(=O)NC(=O)CN1CCCc2ccccc21
→ -32.5 | 0.9 | 4.9 | 8.8 | 2.8 | 9.4 | -2.5 | -1.1 | -0.1
> Nc1nc(-c2ccc(Cl)cc2Cl)cn1N
→ -3.4 | -0.5 | -1.2 | 4.8 | -0.2 | 7.6 | -5.1 | 0.3 | -3.5
> CCN(C(=O)COC(=O)CCC(=O)c1ccc(Cl)cc1)c1c(N)n(Cc2ccccc2)c(=O)[nH]c1=O
→ -7.2 | -0.2 | -0.9 | -2.3 | 0.0 | -5.5 | 2.3 | -10.6 | 7.1
> Cc1ccc(CNC(=O)c2ccc(S(=O)(=O)N3CCCCC3)cc2)cc1
→ 4.9 | -0.3 | 3.3 | -6.1 | 9.9 | -14.5 | -2.3 | -27.0 | -3.5
> CCn1c(SCc2cccc(C)c2)nnc1-c1ccccc1
→ 5.2 | -1.8 | 5.4 | 4.3 | 2.2 | 5.2 | -0.5 | 7.8 | 2.1
> CCOc1cc2[nH]c(=O)n(Cc3ccc(C(=O)NCCOC)cc3)c(=O)c2cc1OCC
→ 8.0 | 1.2 | -3.3 | 1.8 | -0.8 | 1.0 | -0.6 | 13.6 | 3.8
> Cc1ccc(C(=O)CSc2nnc(COc3cccc(C)c3)o2)cc1
→ 6.6 | 0.7 | -0.8 | -0.5 | 0.3 | -1.3 | -0.6 | 0.1 | 19.5
> CCOC(=O)c1ccc(NC(=O)c2c(N)n(C)c(=O)n(C)c2=O)cc1
→ 5.7 | -1.6 | 7.0 | 2.0 | 1.4 | 7.6 | 0.4 | 5.0 | 15.7
> CN(C)CCCN(C(=O)c1ccc(S(=O)(=O)N2CCCC2)cc1)c1nc2ccc(Br)cc2s1
→ -6.9 | 7.5 | -12.3 | -14.8 | 12.4 | -7.6 | -7.5 | 1.8 | 9.6
> COc1ccc(N2CCN(C(CNC(=O)C(=O)NCCc3c[nH]c4ccccc34)c3ccco3)CC2)cc1 (configuration not stated)
→ 17.4 | -1.0 | -3.2 | -5.3 | 5.8 | -11.6 | 1.7 | -9.7 | 9.0
> Cc1ccc(NS(=O)(=O)c2ccc(OCC(=O)NCc3ccncc3)cc2)cc1
→ -12.8 | -1.7 | -0.4 | 2.5 | 1.3 | -4.1 | -1.3 | -1.4 | 7.7
> Cc1cccc(C)c1NC(=O)C(c1ccc(C(F)(F)F)cc1)n1c(=O)c(-c2cc3ccccc3[nH]2)nc2ccccc21 (configuration not stated)
→ . | . | 1.2 | . | 0.3 | 3.0 | 5.0 | 8.2 | -3.2
> COCCn1c(=NC(=O)CCS(=O)(=O)c2ccccc2)sc2c(OC)ccc(OC)c21
→ 11.6 | 1.3 | -4.7 | -0.5 | 6.9 | -4.3 | -3.8 | -1.7 | 17.3
> COc1ccc(Cc2noc(-c3ccc(C)cc3)n2)cc1
→ 3.9 | 0.4 | -4.0 | -0.5 | -1.9 | -1.5 | -1.3 | 15.6 | -0.6
> CC(C)NC(=O)CSc1nnc(-c2ccc3ncccc3c2)n1C
→ -9.1 | 1.8 | 10.6 | 18.7 | 1.1 | -4.5 | -2.5 | -4.1 | 19.2
> Cc1nc2scc(C)n2c(=O)c1S(=O)(=O)N1CCN(c2ccc([N+](=O)[O-])cc2)CC1
→ -2.8 | 3.3 | -2.0 | 1.8 | 0.8 | -1.5 | -1.9 | 2.7 | 0.0
> CC1CC(C)CN(S(=O)(=O)c2ccc(Cl)cc2)C1 (configuration not stated)
→ 2.9 | -1.3 | 1.9 | 1.7 | -1.1 | 14.3 | 0.4 | -13.7 | -13.5
